HePTP inh = inhibitors of human HePTP phosphatase, primary screen, biochemical, absorbance, leukemia target | Tyrosine-protein phosphatase non-receptor type 7 (Homo sapiens), P35236 | recombinant HePTP phosphatase activity, OD absorbance | inhibition, % at 20 µM | 110,000 tested, 0.64% active; in the data active means inhibition above about 50%;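 further: plate controls were vehicle for no effect and reference inhibitor for full effect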
Target sequence (P35236 whole entry, looked up): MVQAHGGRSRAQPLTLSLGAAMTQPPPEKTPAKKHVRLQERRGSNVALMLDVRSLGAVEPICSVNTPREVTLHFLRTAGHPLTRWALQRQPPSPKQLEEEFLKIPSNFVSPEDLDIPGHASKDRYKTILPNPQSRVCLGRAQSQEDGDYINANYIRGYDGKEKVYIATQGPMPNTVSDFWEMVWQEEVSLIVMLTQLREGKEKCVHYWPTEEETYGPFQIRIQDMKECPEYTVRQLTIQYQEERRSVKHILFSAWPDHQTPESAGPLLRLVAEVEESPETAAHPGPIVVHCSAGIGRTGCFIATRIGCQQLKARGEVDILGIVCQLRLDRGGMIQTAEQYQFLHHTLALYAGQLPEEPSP
BAP1 block = inhibitors of BAP1 deubiquitinase, primary screen, biochemical, Ub-AMC fluorescence, kinetic; 72,000 tested, 0.48% active; AID 436, 2006; recombinant BAP1, Ub-AMC hydrolysis fluorescence kinetic; stronger effect = lower value; Ubiquitin carboxyl-terminal hydrolase BAP1 (Homo sapiens), Q92560; activity remaining (% of control), % at 20 µM;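 active means activity remaining at or below 50% of control, provided the compound also passes the data quality filters; inactive means the rest, including low values that fail the filters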;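 further: 100% = DMSO wells rate and 0% = substrate alone blank rate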
Starred values were filed as active, the others as inactive; / = no result given; & = joins results of further samples.

Molecule	HePTP inh	BAP1 block
CCOC(=O)C1=C(C)N=c2s/c(=C\c3cn(C)c4ccccc34)c(=O)n2C1c1ccc(OC)c(OC)c1 (stereo not drawn)	4	/
CC1CCCC(NC(=O)CN(C)S(=O)(=O)c2cccc3cccnc23)C1C (stereo not drawn)	10	97
Cc1c(C)c2ccc(OCC(=O)N(C)C)cc2oc1=O	7	/
COc1cc(/C=C2/C(=O)NC(=O)N(c3cc(C)cc(C)c3)C2=O)cc(Br)c1OC	6	/
CCOc1cc(C(=O)N2CCN(c3ccccc3)CC2)cc(OCC)c1OCC	1	106
COc1ccc(C(=O)Nc2ccc(N3CCN(C(C)=O)CC3)cc2)cc1	9	/
Cc1ccc(OCc2nnc(NC(=O)c3ccco3)s2)cc1	-4	/
O=C(CSc1nc2ccccc2[nH]1)Nc1ccc(/C=C/c2ccccc2)cc1	9	/
Nc1c(S(=O)(=O)c2cccs2)c2nc3ccccc3nc2n1CC1CCCO1 (stereo not drawn)	8	/
Cc1cccc(N2C(=O)CC(Sc3ccccc3C(=O)O)C2=O)c1C (stereo not drawn)	-6	/
COc1ccccc1NC(=O)N1CCn2c(nc3ccccc32)C1	0	130
Cc1ccc(S(=O)(=O)N2CCN(CCNC(=O)C(=O)Nc3ccc(Cl)cc3)CC2)cc1	3	/
O=C(Nc1ccc(O)c(-c2nc3ccccc3s2)c1)c1cc2ccccc2oc1=O	-9	/
CN1C2C=C(N(CCc3c[nH]c4ccccc34)C(=O)c3cc(Cl)cc(Cl)c3)CC1CC2 (stereo not drawn)	2	/
COC(=O)C(NC(=O)c1ccccc1)C12CC3CC(CC(C3)C1)C2 (stereo not drawn)	1	/
CN1C(=O)C(c2ccc(O)cc2)(c2ccc(O)cc2)c2ccccc21	4	/
OCC(CO)(CO)N=Cc1cc(Br)ccc1O	7	82
O=C(O)CCN1C(=O)/C(=C\c2ccc3c(c2)OCO3)SC1=S	-1	/
CCn1c(SCC(=O)n2nc(C)cc2C)nnc1-c1ccc2c(c1)OCO2	6	69
COC(=O)c1ccc(NC(=O)C2(C)CC3c4ccccc4C2c2ccccc23)cc1 (stereo not drawn)	-2	/
O=C1/C(=C\c2ccc(O)c(O)c2)SC(=S)N1c1ccc(F)cc1	10	/
CCCCCOC(=O)C1=C(C)NC(=O)NC1c1ccc(Br)cc1 (stereo not drawn)	-13	/
Cc1ccc(N2CC(C(=O)NCc3cccs3)CC2=O)cc1 (stereo not drawn)	9	137
COc1ccccc1NC(=O)c1ccc2c3c(cccc13)CC2	10	/
COCCCn1c(=N)c(C(N)=S)cc2c(=O)n3cccc(C)c3nc21	-1	79
CCCCNC1=C(Br)C(=O)CC(C)(C)C1	10	/
CCOC(=O)CCCNC(=O)COC(=O)c1cc(C)cc(C)c1	8	109
O=C1C(Cl)=C(Nc2ccc(F)cc2)C(=O)N1c1ccccc1	-1	/
CCC(=O)N1CCN(c2nc(C)nc3sc(C)c(C)c23)CC1	10	103
CCN1C(=O)/C(=C\c2cccc(O)c2)SC1=S	6	/

3 of the entries above in order of their number in BAP1 block, descending:
mol,HePTP inh,BAP1 block
CCOc1cc(C(=O)N2CCN(c3ccccc3)CC2)cc(OCC)c1OCC,1,106
CCC(=O)N1CCN(c2nc(C)nc3sc(C)c(C)c23)CC1,10,103
OCC(CO)(CO)N=Cc1cc(Br)ccc1O,7,82

New compounds follow.
Molecule	HePTP inh	BAP1 block
NC1=NC(=O)C(Cc2cc(Cl)ccc2Cl)S1 (stereo not drawn)	-4	/
CCOC(=O)c1c(NC(C)=O)no[n+]1[O-]	7	/
Cc1cc(C)nc(SCc2ccc(Cl)cc2)n1	2	/
O=S(=O)(NCc1ccc2c(c1)OCO2)c1cccs1	2	/
Cc1ccsc1/C=c1\sc2ncnn2c1=O	2	85
Cc1cc(=O)oc2cc(OCC(=O)NCCCN3CCOCC3)ccc12	3	104
N[C@@H](Cc1ccc(O)c(I)c1)C(=O)O	4	76&94
COc1cc(C(=O)Oc2ccccc2)ccc1OCc1c(C)noc1C	8	105
Cc1ccc(NC(=S)NC2CC(C)(C)NC(C)(C)C2)cc1	-3	/
Cc1ccc(C(C)C)c(OCCNC(=O)c2ccccc2Cl)c1	5	/
CC(=O)N1CCc2cc(S(=O)(=O)CCC(=O)NCc3cccs3)ccc21	8	94
O=Nc1ccc2oc(=O)ccc2c1	/	85
O=C(NCc1ccco1)c1noc2c1CCCC2	4	108
O=C(Nc1ccc(Cl)c(Cl)c1)Nc1nnc(COc2ccc([N+](=O)[O-])cc2)s1	44	/
CCCCOCP(=O)(CCCC)COCCCC	5	86
O=C(CN1C(=O)c2ccccc2S1(=O)=O)NCCSC1CCCCC1	12	111
C#CCOc1ccc(/C=C(/C#N)C(=O)Nc2cccc(Br)c2)cc1OC	0	/
COCCn1c(N)c(C(=O)OCc2ccccc2)c2nc3ccccc3nc21	-8	213
COc1cc(C2Nc3ccccc3C(=O)N2c2ccc(Cl)cc2)ccc1O (stereo not drawn)	4	/
N=C1C(c2ccccc2)=C(O)CN1c1ccc2c(c1)OCO2	-8	88
COc1ccc(C(=O)N2CCN(c3ccc([N+](=O)[O-])cc3)CC2)cc1Cl	-2	/
CC(=O)Nc1ccc(-c2ccc(NC(C)=O)c(Cl)c2)cc1Cl	3	/
O=C(OCc1ccco1)c1cccnc1	/	69
O=S(=O)(Nc1ccc(SC(F)F)cc1)c1cccc2cccnc12	0	/
CCc1nnc(NC(=O)CC(c2ccccc2)c2ccccc2)s1	-1	/
COc1ccc(-c2noc(-c3ccc(Br)cc3)n2)cc1	-5	/
Cc1cc(C)cc(OCc2nnc(SCC(=O)c3ccccc3)o2)c1	1	61
Cc1nc(COC(=O)c2ccc(CO)cc2)cs1	5	101
COc1ccc(S(=O)(=O)N2CCN(Cc3cc(OC)c(OC)c(OC)c3)CC2)cc1	3	/
Cc1csc(SCCN2C(=O)c3ccccc3C2=O)n1	-4	80

Carrying on.
Molecule	HePTP inh	BAP1 block
Cc1c2c(nc3nc4ccccc4n13)CCCC2=O	3	101
CCOc1ccc2c(c1)c1nnc(SCC(=O)N3CCC(C)CC3)nc1n2C	6	91
COc1ccc(Cc2nnc(NC(=O)Nc3ccccc3)s2)cc1	7	/
COc1cccc2[nH]c3c(N4CCCC(C)C4)ncnc3c12 (stereo not drawn)	-3	113
O=C(Nc1ccccc1)c1cccc(Cl)c1	-3	/
CCCCOc1ccccc1C1NC(=O)NC(C)=C1C(=O)OCCOC (stereo not drawn)	5	94
COc1ccc(OCCCCOc2ccccc2)cc1	6	/
CCS(=O)(=O)N1Cc2ccccc2CC1C(=O)N1CCN(c2ccccc2)CC1 (stereo not drawn)	/	162
CCOc1cc(/C=C(/C#N)C(N)=O)cc(Br)c1O	1	/
O=C(Nc1ncc(Cc2cccc([N+](=O)[O-])c2)s1)c1ccco1	/	82
O=C(COc1cccc([N+](=O)[O-])c1)Nc1cccc(-c2nc3ccccc3[nH]2)c1	-9	/
COc1ccc(-c2cc3nc(C)c(CCC(=O)NCc4ccco4)c(C)n3n2)c(OC)c1	7	66
CCOC(=O)C1=C(C(=O)OCC)SC(=C2C(=S)C(C)(C)N(C(=O)CC(C)C)c3ccccc32)S1	/	92
CCC(C)(C)n1nnnc1C(c1ccccc1OC)N1CCSCC1 (stereo not drawn)	-1	90
O=c1[nH]c(N2CCN(c3ccccc3)CC2)nc2c1CCC2	1	125
COc1ccc(OC)c(S(=O)(=O)Nc2cnc3ccccc3c2)c1	-5	67
CCOc1cc(/C=C2\C(=O)N(c3cccc(C(=O)O)c3)N=C2C)ccc1O	-8	/
COC(=O)c1cc(Br)c(=O)n(CC(C)C)c1	-3	53
O=C(/C=C/c1ccc(-c2ccccc2[N+](=O)[O-])o1)NCc1ccccc1	0	/
Cc1ccc(C(=O)Nc2cccc(C(=O)O)c2)cc1S(=O)(=O)Nc1ccc(Br)cc1	/	54
O=C(CN1C(=O)c2ccccc2C1=O)NCC1COc2ccccc2O1 (stereo not drawn)	9	86
CCOC(=O)Cc1csc(NS(=O)(=O)c2ccc3ccccc3c2)n1	3	/
Cc1ccc(S(=O)(=O)N2CCC(C(=O)N[C@H](C(=O)NCc3ccco3)C(C)C)CC2)cc1	5	77
Cc1ccc(OCCCNC(C)(C)C)cc1C	4	/
CC(NC(=O)NCc1cccnc1)(C(F)(F)F)C(F)(F)F	0	133
CSc1nnc(Cn2c(=O)sc3ccccc32)n1C	4	97
Cc1ccc(S(=O)(=O)c2cc3c(=O)n4cccc(C)c4nc3n(Cc3ccco3)c2=N)cc1C	4	93
COc1ccc(NS(=O)(=O)c2ccc(OCC(=O)N3CCCC3)cc2)cc1	6	85
Cc1ccccc1NC1C=CS(=O)(=O)C1 (stereo not drawn)	6	97
COc1cc(C=O)cc(Br)c1OCc1ccc([N+](=O)[O-])cc1	-17	/

Continued:
Molecule	HePTP inh	BAP1 block
Cc1ccc(-c2cc(C(F)(F)F)c(C#N)c(SCCC#N)n2)o1	-1	57
Cc1onc(-c2ccccc2Cl)c1-c1nc(-c2ccccn2)no1	0	101
CCCc1[nH]nc2c1C(C1CC=CCC1)C(C#N)=C(N)O2 (stereo not drawn)	/	99
O=C(OCCN1CCCCC1)c1c[nH]c2ccccc12	/	93
Cc1ccc(NC(=O)CCNS(=O)(=O)c2ccc3c(c2)oc(=O)n3C)c(C)c1	-6	93
C#Cc1cccc(N2C(=O)c3ccc(Oc4ccc([N+](=O)[O-])cc4)cc3C2=O)c1	-13	/
CCOc1ccc(NC(=O)CSc2nc(C)cc(C)n2)cc1	-6	/
CC(C)(C)c1ccc(C(=O)NNC(=O)c2ccc(Cl)cc2Cl)cc1	0	/
CCC(CC)C(=O)NCCc1ccc(OC)c(OC)c1	3	/
S=C(NCCN1CCCCC1)NCc1ccccc1	-2	/
COc1ccc(N2CSC3=C(C#N)C(c4cc(OC)ccc4OC)CC(=O)N3C2)c(OC)c1 (stereo not drawn)	2	88
Cc1nc(NCCCN2CCOCC2)c2oc3ccccc3c2n1	7	/
C/C=C/CSc1nc2c(c(=O)[nH]c(=O)n2C)n1Cc1ccc(C)cc1	11	83
C/C(=C\C(=O)c1ccc(C)cc1)Nc1ccc(I)cc1	5	/
CCOCCCNC(=O)c1c[nH]c2ccc(S(=O)(=O)Nc3cccc(OC)c3)cc2c1=O	2	77
COc1cc(/C=C2\SC(=S)NC2=O)cc(Br)c1OC(C)=O	-10	/
Cc1ccc(S(=O)(=O)Nc2nc3ccc(S(C)(=O)=O)cc3s2)cc1	4	96
CCOC(=O)c1c(NC(=O)CSc2nnnn2-c2ccc3c(c2)OCO3)sc(C)c1C	-1	62
COc1ccccc1NC(=O)CCc1nc(-c2cccs2)no1	6	102
CN(C)c1ccc(CN(C(=O)COc2ccc(Br)cc2)C2CCS(=O)(=O)C2)cc1 (stereo not drawn)	-3	92
O=C(CN1C(=O)c2ccccc2C1=O)Nc1ccc(Br)c(C(=O)c2ccccc2Cl)c1	/	63
CCCC(=O)C1=C(O)C(C(=O)OC)C(C)(C)CC1=Nc1ccccc1OC (stereo not drawn)	-1	/
O=C(O)CCCCCN1C(=O)C(O)=C(C(=O)/C=C/c2ccccc2)C1c1ccccc1 (stereo not drawn)	0	/
O=C1C(=O)N(c2nccs2)C(c2cccs2)/C1=C(\O)c1ccc(Cl)cc1 (stereo not drawn)	-2	/
CC(C)CNC(=O)c1ccccc1NC(=O)CN(c1ccc2c(c1)OCCO2)S(C)(=O)=O	-10	116

Molecules shown so far that have bromine, in the order listed:
Molecule	HePTP inh	BAP1 block
COc1cc(/C=C2/C(=O)NC(=O)N(c3cc(C)cc(C)c3)C2=O)cc(Br)c1OC	6	/
OCC(CO)(CO)N=Cc1cc(Br)ccc1O	7	82
CCCCCOC(=O)C1=C(C)NC(=O)NC1c1ccc(Br)cc1 (stereo not drawn)	-13	/
CCCCNC1=C(Br)C(=O)CC(C)(C)C1	10	/
C#CCOc1ccc(/C=C(/C#N)C(=O)Nc2cccc(Br)c2)cc1OC	0	/
COc1ccc(-c2noc(-c3ccc(Br)cc3)n2)cc1	-5	/
CCOc1cc(/C=C(/C#N)C(N)=O)cc(Br)c1O	1	/
COC(=O)c1cc(Br)c(=O)n(CC(C)C)c1	-3	53
Cc1ccc(C(=O)Nc2cccc(C(=O)O)c2)cc1S(=O)(=O)Nc1ccc(Br)cc1	/	54
COc1cc(C=O)cc(Br)c1OCc1ccc([N+](=O)[O-])cc1	-17	/
COc1cc(/C=C2\SC(=S)NC2=O)cc(Br)c1OC(C)=O	-10	/
CN(C)c1ccc(CN(C(=O)COc2ccc(Br)cc2)C2CCS(=O)(=O)C2)cc1 (stereo not drawn)	-3	92
O=C(CN1C(=O)c2ccccc2C1=O)Nc1ccc(Br)c(C(=O)c2ccccc2Cl)c1	/	63
